LRH-1 inv ag – suppresses constitutive activity of human LRH-1; HEK293T StAR-luciferase reporter, LRH-1 transfected, 24 h; inhibition, % at 3.6 µM; 360,000 tested, 0.13% active;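 active = inhibition above the mean inhibition of all tested compounds plus 3 SD, cut at about 73% in these data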;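 note: 0% = DMSO wells and 100% = reporter-only cells lacking LRH-1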
TLR9-MyD88 inh – inhibitors of human TLR9-MyD88 binding; inhibition, % at 4.98 µM; 340,000 tested, 0.21% active; Q9NR96+Q99836; AID 504734; CHO BLA complementation TLR9-MyD88, CCF4 FRET ratio;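 active = inhibition above the mean over all tested compounds plus 3 SD, cut at about 21% in these data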;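 note: 0% = DMSO only wells and 100% = clavulanate BLA inhibitor control wells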
Target sequence (Q99836 whole entry, looked up): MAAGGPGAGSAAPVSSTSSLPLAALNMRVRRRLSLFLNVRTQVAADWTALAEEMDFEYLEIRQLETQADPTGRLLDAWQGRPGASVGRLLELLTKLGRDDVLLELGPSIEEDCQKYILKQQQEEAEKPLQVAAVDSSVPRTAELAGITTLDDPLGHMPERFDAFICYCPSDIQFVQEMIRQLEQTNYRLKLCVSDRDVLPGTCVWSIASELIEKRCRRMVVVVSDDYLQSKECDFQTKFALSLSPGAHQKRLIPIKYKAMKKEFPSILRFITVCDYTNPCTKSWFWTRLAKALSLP
Target sequence (Q9NR96 whole entry, looked up): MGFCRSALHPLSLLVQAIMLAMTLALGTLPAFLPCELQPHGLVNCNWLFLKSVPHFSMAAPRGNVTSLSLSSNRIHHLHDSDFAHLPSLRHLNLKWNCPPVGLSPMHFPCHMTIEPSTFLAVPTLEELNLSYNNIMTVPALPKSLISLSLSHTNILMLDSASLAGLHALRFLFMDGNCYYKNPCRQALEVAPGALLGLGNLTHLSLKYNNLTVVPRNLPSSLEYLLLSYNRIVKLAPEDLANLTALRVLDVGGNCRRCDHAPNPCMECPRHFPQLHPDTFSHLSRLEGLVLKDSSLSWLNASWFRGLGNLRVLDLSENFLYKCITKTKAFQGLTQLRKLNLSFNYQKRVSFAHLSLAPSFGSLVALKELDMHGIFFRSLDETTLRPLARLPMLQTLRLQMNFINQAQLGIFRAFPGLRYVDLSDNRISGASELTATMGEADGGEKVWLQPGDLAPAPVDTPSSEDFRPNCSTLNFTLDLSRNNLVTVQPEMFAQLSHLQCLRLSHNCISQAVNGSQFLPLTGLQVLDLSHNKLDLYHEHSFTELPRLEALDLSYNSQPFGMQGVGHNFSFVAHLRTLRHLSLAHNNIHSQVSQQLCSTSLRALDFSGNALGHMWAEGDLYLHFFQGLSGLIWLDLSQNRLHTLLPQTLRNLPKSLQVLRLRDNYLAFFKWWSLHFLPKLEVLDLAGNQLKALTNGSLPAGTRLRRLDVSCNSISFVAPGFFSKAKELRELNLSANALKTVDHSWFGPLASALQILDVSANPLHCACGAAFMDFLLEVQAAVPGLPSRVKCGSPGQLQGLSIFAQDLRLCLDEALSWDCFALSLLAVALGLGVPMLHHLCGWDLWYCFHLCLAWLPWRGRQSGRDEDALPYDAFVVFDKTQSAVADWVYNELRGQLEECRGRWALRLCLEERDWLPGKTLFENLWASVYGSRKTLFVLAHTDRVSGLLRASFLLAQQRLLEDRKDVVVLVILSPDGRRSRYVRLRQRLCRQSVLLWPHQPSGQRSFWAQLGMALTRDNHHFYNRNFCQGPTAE
NCOA3 inh – human NCOA3 inhibition; Q9Y6Q9; HEK293 GAL4-SRC3 luciferase reporter, luminescence; inhibition, % at 3.6 µM; 360,000 tested, 0.17% active; AID 588352;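 active = inhibition above a per-campaign cutoff, the mean of all compounds plus 3 SD, cut at about 60% in these data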;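 note: 0% = DMSO-treated cells and 100% = gossypol-treated cells at 36 µM; higher means less SRC3-driven luciferase light from the GAL4 reporter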
TRAIL sens C8 – sensitizes caspase-8 expressing cells to TRAIL; inhibition (viability loss, TRAIL sensitization), % at 10 µM; NB7+C8 cells + TRAIL, ATPlite viability luminescence; 360,000 tested, 1% active; AID 624354;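 active = compounds causing at least 50% loss of cell viability in the single-dose screen, relative to plate controls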
NR2F2 inh – blocks human COUP-TFII nuclear receptor | P24468 | HEK293T NGFI-A luciferase reporter, luminescence | inhibition, % at 8.6 µM | 370,000 tested, 0.7% active;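 active = inhibition above a per-plate cutoff, mean inhibition of test wells between control levels plus 3 SD, cut at about 38% in these data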;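 note: cells cotransfected with COUP-TFII expression vector driving the NGFI-A reporter; 0% = median of COUP-TF2 test wells and 100% = reporter-only cells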
NOD2 RIPK2 PPI – blocks binding of human NOD2 to RIPK2 | AID 624267 | 360,000 tested, 0.38% active | CHO BLA complementation NOD2-RIPK2, CCF4 ratio | inhibition, % at 4.98 µM | O43353; in the data active = inhibition above about 21%;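 note: 0% = vehicle only and 100% = reference blocker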
TROY signal inh – blocks TROY-dependent signaling in reporter cells. Q293 LMP1-TROYcd NF-kB luciferase reporter, 4 h. inhibition, % at 10 µM. 360,000 tested, 0.98% active;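 active = compounds whose plate-normalised and pattern-corrected inhibition of the luciferase reporter signal at the single screening dose is 50% or more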
EBV LMP1 NFkB – Epstein-Barr LMP1 NF-kappaB reporter inhibition | LMP1-induced NF-kappaB luciferase reporter cells, luminescence | inhibition, % at 12.5 µM | 350,000 tested, 0.69% active; in the data active = inhibition above about 41%; inconclusive = no clear call, values can overlap the other calls;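 note: 0% = neutral control wells and 100% = reference inhibitor control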
Vif imaging – blocks HIV Vif function; HEK293T cells, Vif self-association by quenched fluorescence, imaging, 24 h; inhibition, % at 7.49 µM; 340,000 tested, 0.35% active; AID 602346; in the data active = inhibition above about 50%, passing the limit was not always enough; inconclusive = no clear call, values can overlap the other calls; inactive = below about 31%; note: some results filed as inactive read as strong as hits
SRC1 inh – inhibitors of human steroid receptor coactivator 1 (SRC1); Q15788; HEK293 GAL4-SRC1 luciferase reporter, luminescence; inhibition, % at 3.6 µM; 360,000 tested, 0.12% active;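 active = inhibition above the campaign mean plus 3 SD, with each screening campaign given its own cutoff, cut at about 60% in these data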;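 note: 0% = DMSO treated cells and 100% = gossypol at 36 µM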
SRC2 inh – human SRC2 (NCOA2) inhibition. HEK293 GAL4-SRC2 luciferase reporter, luminescence. inhibition, % at 9 µM. 370,000 tested, 0.17% active. AID 651957;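 active = inhibition above the mean inhibition of all tested compounds plus 3 SD, set per campaign, cut at about 52% in these data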;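 note: 0% = DMSO treated cells and 100% = cells given Gossypol at 36 µM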
* marks the source's active call; other numbers are inactive results; u = inconclusive; x = no result given. This is a subset, so the mix of outcomes need not match the whole.

Results follow in this order: NR2F2 inh	Vif imaging	NOD2 RIPK2 PPI	LRH-1 inv ag	SRC2 inh	EBV LMP1 NFkB	TRAIL sens C8	SRC1 inh	TLR9-MyD88 inh	TROY signal inh	NCOA3 inh
> O=C(Cc1ccc(Br)cc1)NNC(=O)Nc1ccc(Cl)cc1
 : -13	-11	-4	4	-12	-9	-3	-52	2	-14	13
> O=C(C1CCN(S(=O)(=O)c2cccc3cccnc23)CC1)N1CCc2ccccc21
 : -11	8	-4	-18	-1	2	-16	7	-6	1	1
> CCCCCCCN1C(Nc2ccccc2)=NC[C@@H]1C
 : 6	x	-4	13	-22	5	-10	-8	-1	-6	12
> Nc1nnnn1CC(=O)N/N=C/c1cc([N+](=O)[O-])ccc1Cl
 : 9	1	3	-1	4	5	-1	-4	-4	-6	10
> O=C(CN(C(=O)c1csnn1)c1cccc(Cl)c1)NC1CCCCC1
 : -6	15	6	3	13	-9	11	-6	-8	-2	-2
> COc1ccc(NC(=O)COC(=O)c2ccc3c(c2)OCCO3)cc1
 : -11	13	1	11	0	0	3	4	0	16	-6
> Cc1ccc(C)c(C(=O)NC2CC(C)(C)NC(C)(C)C2)c1
 : -8	-4	-5	3	-11	4	-12	3	8	9	-5
> CCOC(=O)c1cc(C(=O)OCC)c2ccccn2c1=O
 : 11	x	-2	16	-15	0	-11	12	-4	9	5
> CC(Cc1ccco1)NC(=O)c1ccc(C(F)(F)F)cc1 (centres undefined)
 : -21	-12	4	-119	-35	-22	34	-79	-7	-39	-87
> Cc1ccc(S(=O)(=O)N2[C@@H](c3ccccc3F)C(C(=O)O)=CC[C@H]2c2ccc(Cl)cc2)cc1
 : 17	x	-14	-11	-4	5	4	-23	-7	6	6
> CC1=C(C)CC(C(=O)c2ccc(C)cc2)C(C(=O)O)C1 (centres undefined)
 : -12	-3	3	17	-22	6	-18	-4	7	-11	2
> CCC(=O)Nc1ccc2c(c1)nc(CCN1CCC(C)CC1)n2C
 : 8	-7	-7	-3	-43	x	11	11	-14	6	-5
> COc1cccc(/C=N/NC(=O)c2nnn(-c3nonc3N)c2CN(C)c2ccccc2)c1
 : 5	24	-9	-17	-6	3	2	3	1	13	37
> Cc1cccc(C)c1NC1=NC(=S)N(c2ccc(C(=O)O)cc2)C12CCCCC2
 : 10	-5	-7	-2	-6	-8	-5	-4	-2	4	14
> O=C(c1ccc(Cl)c(S(=O)(=O)N2CCCC2)c1)N1CCN(c2ccccn2)CC1
 : 16	-7	-2	-6	16	3	-18	2	-10	14	25
> Cc1ccc2nc(SCC(=O)N(C)C3CCS(=O)(=O)C3)[nH]c2c1 (centres undefined)
 : 5	2	-2	-1	-10	-5	-10	-27	0	18	-43
> NC(=O)C(c1ncc(C(F)(F)F)cc1Cl)c1c(Cl)cccc1Cl (centres undefined)
 : 5	-12	-1	0	4	5	-12	-12	6	-11	6
> C=CCN(c1ccccc1C(=O)O)S(=O)(=O)/C=C/c1ccccc1
 : -2	11	-3	-2	7	-7	1	-7	5	-25	10
> CSCCC(NC(=O)/C(=C\c1ccc(Cl)cc1)NC(=O)c1ccccc1)C(=O)O (centres undefined)
 : 0	-10	-4	-11	-14	-9	1	-14	-3	0	11
> COc1cccc(Oc2c(C)oc3c(CN4CCCC4)c(O)ccc3c2=O)c1
 : -9	-30	2	-6	4	6	-3	10	10	-30	17

Results follow in this order: NR2F2 inh	Vif imaging	NOD2 RIPK2 PPI	LRH-1 inv ag	SRC2 inh	EBV LMP1 NFkB	TRAIL sens C8	SRC1 inh	TLR9-MyD88 inh	TROY signal inh	NCOA3 inh
> CCOC(=O)c1cnc2ccccc2c1Nc1ccc2c(c1)OCCO2
 : -10	-15	9	6	31	14	16	22	-12	77*	29
> COc1ccccc1-c1csc(C(NC(C)=O)c2ccc(F)c(F)c2)n1 (centres undefined)
 : -8	-3	3	16	1	x	3	1	x	-8	3
> CCOc1ccc(NC(=O)CCNS(=O)(=O)c2cccc3nonc23)cc1
 : -4	10	7	9	-19	0	3	13	0	1	-3
> COc1ccc(Cl)cc1NC(=O)C(OC)c1ccccc1 (centres undefined)
 : 1	-1	3	5	-2	-9	9	-51	1	15	7
> CCN(CC)c1ccc(/C=N/NC(=S)NC)c(O)c1
 : -25	8	11	-46	-24	2	41	-37	16	-62	-43
> C=CCN1C(=O)/C(=C/c2ccccc2)S/C1=N/c1nccs1
 : -28	18	-13	9	-19	-10	-3	-7	8	-6	0
> CC(NC(=O)C1(c2cccs2)CCOCC1)c1ccccc1 (centres undefined)
 : 7	10	-3	-6	-15	6	0	-25	1	-1	13
> Cc1ccc(/C=N/Nc2nncc(-c3ccccc3)n2)o1
 : -32	2	3	-53	-36	-15	3	-52	x	-51	-6
> COc1cccc(OC)c1C(=O)Oc1ccc2c(c1)O/C(=C\c1ccncc1)C2=O
 : 7	-21	-4	-1	8	8	10	-15	-1	42	2
> COc1ccc(-c2cc(OC)c3ccccc3n2)cc1
 : -24	-3	-8	-6	-8	1	2	-9	-9	-53	-13
> O=C(NCc1ccncc1)c1nc(-c2ccc(C(F)(F)F)cc2)no1
 : 29	2	11	41	7	7	12	3	-4	21	12
> CCc1nnc(NC(=O)CCC(=O)Nc2ccc(C)cc2)s1
 : 6	0	0	-20	-21	2	6	1	3	7	-5
> Cc1cc(NC(=O)CSc2nc3ccccc3c(=O)n2CCCC(=O)NCc2ccccc2)n[nH]1
 : 5	7	-21	-4	-17	2	-8	-13	8	-1	-1
> COc1ccccc1NS(=O)(=O)c1ccc(C(=O)N2CCCC(C)C2)cc1 (centres undefined)
 : 12	-16	7	7	-9	3	8	-22	-5	-11	-2
> CC(Sc1nnc(-c2ccccc2)c(-c2ccccc2)n1)C(=O)NCC1CCCO1 (centres undefined)
 : 31	-4	-10	-3	-1	-14	-2	-3	4	5	2
> CN(C)N1C(N)=C(C#N)C(c2cccnc2)C2=C1CC(C)(C)CC2=O (centres undefined)
 : 2	-2	-7	7	-33	-3	-17	7	-12	13	4
> c1ccc(Cn2nnc3c(N4CCC5(CC4)OCCO5)ncnc32)cc1
 : -24	9	-9	-10	-35	-13	-9	-26	2	-11	-19
> O=C(O)c1ccc(NC(=O)c2cn(-c3ccccc3)nc2-c2ccc(Br)cc2)cc1
 : 16	-4	-3	-3	-25	-2	-5	-7	3	-17	-1
> CC(=O)Nc1nn(C)c2nc3cc(C)ccc3cc12
 : -10	2	-7	-17	-64	-2	-12	-11	-1	-30	7
> Cc1ccc(NC(=O)C(=O)NCCCN2CCCC2=O)c(C)c1
 : -31	-4	-11	-11	11	-9	7	-33	-6	-21	-35

Results follow in this order: NR2F2 inh	Vif imaging	NOD2 RIPK2 PPI	LRH-1 inv ag	SRC2 inh	EBV LMP1 NFkB	TRAIL sens C8	SRC1 inh	TLR9-MyD88 inh	TROY signal inh	NCOA3 inh
> COc1ccccc1/C=C/CN1CCC(n2nccc2NC(=O)C2CC2)CC1
 : 19	u	3	-3	14	4	-7	-7	-10	8	-2
> N#C/C=C(/c1ccc(F)cc1)N1CCOCC1
 : 5	1	1	-2	5	-12	8	-3	-16	18	-1
> COC(=O)c1sccc1NC(=O)Cn1nnc(-c2ccccc2C)n1
 : -4	1	-6	8	15	2	-4	16	1	-7	22
> CCOc1ccc(NC(=O)Cc2ccccc2)cc1
 : -26	-14	-8	-73	-11	-17	17	-80	-6	-57	-65
> Cc1noc(C)c1COc1cccc(C(=O)Nc2ccc3c(c2)OCO3)c1
 : -6	8	7	-18	-37	-6	0	-21	7	-57	-13
> CC(=O)Nc1c(Cl)cc([N+](=O)[O-])c2ccccc12
 : 7	-18	8	-11	19	2	-6	7	4	11	19
> O=C1c2ccccc2C(=O)C12Cc1ccccc1N1CCN(c3ccccc3)CC12 (centres undefined)
 : 4	-2	-12	-13	-4	-3	-8	-3	7	28	1
> O=C(CC1C(=O)NCCN1Cc1ccccc1C(F)(F)F)NCCN1CCCCC1=O (centres undefined)
 : 9	-5	4	-4	-2	1	-7	11	0	-7	13
> O=C(CCCN1C(=O)c2ccccc2C1=O)Nc1ccccc1C(=O)N1CCOCC1
 : -6	21	-9	2	2	-1	7	-8	-2	7	19
> Cc1ccc(C(=O)N[C@@H](C)CN2C3=NC[C@H](C(C)C)N3C[C@H]2Cc2ccc(O)cc2)cc1Br
 : 10	-11	7	-31	-14	9	6	-11	2	2	-4
> COc1ccc(NC(=O)c2nc(S(=O)(=O)Cc3cccc(C)c3)ncc2Cl)c(OC)c1
 : -10	-2	9	-7	0	11	52*	-19	4	54*	-21
> O=C(O)C[C@H]1c2cc(C(F)(F)F)ccc2S(=O)(=O)N1C1CCCCC1
 : 0	-6	0	20	6	-5	-13	-3	8	-9	3
> COc1ccc([N+](=O)[O-])cc1NC(=O)C(C)N(C)Cc1cccc(OC)c1OC (centres undefined)
 : 15	-3	-6	-19	-9	1	-9	-27	-3	16	15
> COc1ccc(-c2nc3cc(NC(=S)NC(=O)Cc4ccccc4)ccc3o2)cc1
 : -1	10	-4	-24	-50	-39	16	-36	-4	-10	-2
> CC(C)Oc1ccc(S(=O)(=O)N2CCCCC2)cc1NC(=O)CN1C(=O)NC(C)(C2CC2)C1=O (centres undefined)
 : 1	0	-16	-28	-21	-3	2	1	-2	13	9
> CS(=O)(=O)c1ccc2nc(NC(=O)c3cc(-c4ccccc4)nn3-c3ccccc3)sc2c1
 : 3	-3	-4	13	-2	-2	-11	-1	-1	14	4
> CCCCn1cnc2c1c(=O)n(C)c(=O)n2C
 : 2	-5	-1	-16	-32	0	2	16	-2	11	2

High-throughput results (PubChem BioAssay)
